bIAP inh = intestinal alkaline phosphatase (bovine) inhibition | inhibition, % at 20 µM | 190,000 tested, under 10 active | purified bovine IAP, CDP-star luminescence, 30 min;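 active = over 50% inhibition of intestinal alkaline phosphatase at 20 µM in the single-dose screen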
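Assay system: bovine IAP enzyme; medium: DEA buffer 100 mM, pH 9.8, with MgCl2 1.0 mM, ZnCl2 0.02 mM; doses: 20 µM single dose; incubation: enzyme reaction for 30 min at room temperature; detection: CDP-star luminescence signal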
TNAP act hiacc = TNAP (human) activation, high acceptor. P05186. purified TNAP, CDP-star luminescence, 1 M DEA, 30 min; active compounds read high; 0 = EDTA background, 1 = DMSO-only activity. activation factor at 20 µM. 200,000 tested, under 10 active. AID 1136;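 active = activation factor at least 2 at 20 µM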
Target sequence (P05186 whole entry, looked up): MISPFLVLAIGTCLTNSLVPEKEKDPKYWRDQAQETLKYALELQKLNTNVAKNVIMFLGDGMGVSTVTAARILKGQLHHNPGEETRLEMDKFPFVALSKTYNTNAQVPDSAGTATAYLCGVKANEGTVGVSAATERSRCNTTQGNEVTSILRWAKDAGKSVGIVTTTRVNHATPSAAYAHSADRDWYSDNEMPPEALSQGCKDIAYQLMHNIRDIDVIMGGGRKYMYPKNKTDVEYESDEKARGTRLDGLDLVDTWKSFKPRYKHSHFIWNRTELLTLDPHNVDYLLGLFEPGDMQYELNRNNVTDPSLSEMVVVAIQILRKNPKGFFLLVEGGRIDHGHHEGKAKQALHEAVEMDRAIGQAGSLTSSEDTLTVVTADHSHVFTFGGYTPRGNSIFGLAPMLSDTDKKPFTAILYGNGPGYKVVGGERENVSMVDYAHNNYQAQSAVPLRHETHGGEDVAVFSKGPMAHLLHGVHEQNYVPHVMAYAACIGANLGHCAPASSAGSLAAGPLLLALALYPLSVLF
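Control set: EDTA negative control, DMSO positive control / Assay system: human TNAP / Quantity: TNAP 1/800 final / Evaluation: TNAP activation factor scaled between EDTA and DMSO control wells / Measured by: luminescent substrate turnover signal / Compound dosing: one dose, 20 µM / Times: 30 min enzyme reaction at room temperature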
FLuc stim CS = affects firefly luciferase, flagging false hits in luciferase stimulation screens. 200,000 tested, under 10 active. AID 1027. ATPlite luciferase biochemical, luminescence, 10 min; 0 = ATP-free wells, 1 = DMSO control. P08659. activation factor at 10 µM;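 active = luciferase activation factor, scaled between plate controls, of at least 2 with compound at 10 µM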
Target sequence (P08659 whole entry, looked up): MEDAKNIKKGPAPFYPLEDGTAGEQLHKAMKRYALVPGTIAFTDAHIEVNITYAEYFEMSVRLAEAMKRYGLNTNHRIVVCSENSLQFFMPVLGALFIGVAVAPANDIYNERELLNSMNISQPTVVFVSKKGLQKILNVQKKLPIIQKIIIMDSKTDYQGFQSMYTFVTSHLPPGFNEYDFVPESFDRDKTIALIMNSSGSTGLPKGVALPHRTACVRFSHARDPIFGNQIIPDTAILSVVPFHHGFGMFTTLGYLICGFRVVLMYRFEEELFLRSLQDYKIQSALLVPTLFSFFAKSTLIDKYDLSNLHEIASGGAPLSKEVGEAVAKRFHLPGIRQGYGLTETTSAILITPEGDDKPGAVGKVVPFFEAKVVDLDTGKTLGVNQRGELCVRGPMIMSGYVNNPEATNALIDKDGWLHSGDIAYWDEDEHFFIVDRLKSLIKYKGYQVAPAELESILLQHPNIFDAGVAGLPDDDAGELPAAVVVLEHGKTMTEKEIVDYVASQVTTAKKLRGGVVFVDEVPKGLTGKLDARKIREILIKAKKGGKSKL
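Assay system: Luciferase/luciferin reagent mix; Medium: PBS as buffer for the ATP substrate; Dosing: test compounds dosed from 2 mM stocks in 100% DMSO; Times: 10 min, room temperature; Signal: luminescence from luciferase reaction; Read-out: luciferase activation; Controls: No-ATP low control, compound-free enzyme-plus-ATP high control.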
RAM network inh = yeast RAM network inhibition; S. cerevisiae dse1pr::URA3 reporter, 5-FOA growth OD615, 2 d; analog-sensitive cbk1-as2 kinase mutant strain; inhibition, % at 50 µM; hit rate 1.8% among 190,000; AID 868;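 active = inhibition above a set limit, 3 SD over mean compound inhibition, cut at about 8.4% in these data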;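 also: 0% = DMSO-only wells with no growth and 100% = 10 µM 1-NA-PP1 full growth; inhibition rescues growth on 5-FOA so higher OD means more RAM inhibition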
bIAP activator = intestinal alkaline phosphatase (bovine) activation; purified bovine IAP, CDP-star luminescence, 30 min; active compounds read high; fold of DMSO-control signal, blank-subtracted; activation factor at 20 µM; hit rate 0.17% among 200,000;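 active = activation factor of 2 or more at 20 µM, a signal rise over negative controls twice the positive control's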
TNAP inh noacc = blocks human TNAP activity with no phosphate acceptor present | purified TNAP, CDP-star luminescence, 30 min | inhibition, % at 20 µM | hit rate 0.26% among 200,000 | P05186;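 active = tissue-nonspecific alkaline phosphatase inhibition above about 50% at 20 µM in the single-dose screen, limit read from the data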;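 also: 0% = DMSO negative control and 100% = EDTA positive control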
TNAP inh hi DEA = blocks human TNAP under high phosphate acceptor concentration; purified TNAP, CDP-star luminescence, 1 M DEA; hit rate 0.03% among 200,000; inhibition, % at 20 µM; P05186;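 active = over 50% inhibition of tissue-nonspecific alkaline phosphatase at 20 µM in the single-dose screen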;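 also: plate controls were DMSO wells for no effect and EDTA-quenched wells as full inhibition for full effect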
APP 5UTR inh = APP translation inhibition. SH-SY5Y APP 5'UTR-luciferase reporter, luminescence. inhibition, % at 2 µM. hit rate 0.82% among 190,000. AID 1285;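 active = inhibition above a set limit, derived from the sample mean plus 3 SD, cut at about 45% in these data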; also: values of inactives mirror those of a sister screen read the other way
Lmaj promast = reduces viability of Leishmania major promastigotes; AID 1063; resazurin fluorescence viability; inhibition, % at 10 µM; hit rate 9% among 200,000; in the data active = inhibition above about 50%;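 also: promastigotes grown with compound for 44 hours at 28 °C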
FLuc inh counter = inhibits firefly luciferase, flagging false hits in luciferase inhibition screens; P08659; AID 1006; inhibition, % at 10 µM; hit rate 1.5% among 200,000; ATPLite firefly luciferase biochemical luminescence, 10 min;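 active = inhibition above about 50% when tested at 10 µM, limit read from the data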
An asterisk follows results filed as active; · = not tested or not shown.

SMILES	bIAP inh	TNAP act hiacc	FLuc stim CS	RAM network inh	bIAP activator	TNAP inh noacc	TNAP inh hi DEA	APP 5UTR inh	Lmaj promast	FLuc inh counter
COc1ccccc1NC(=O)Cn1cnc2c(cnn2-c2ccccc2)c1=O	6	1	1	3.6	0.9	-5	-1	4	1	-3
CCn1c(C2CC(=O)N(c3ccc(C)c(C)c3)C2)nc2ccccc21 (stereo not given)	2	1.1	1	·	1	-12	-7	-18	4	-4
CCC1SC2=NC(C)=C(C(=O)OCCOC)C(/C=C/c3ccccc3OC)N2C1=O (stereo not given)	3	1	1	3.6	1	0	-3	0	4	3
Cc1ccc2[nH]c3c(c2c1)CCCC3=O	17	1	1	0.0	0.8	-7	3	-17	-1	3
CCOC(=O)c1sc(C)c(C(N)=O)c1NC1=NCCCCC1	5	1	1	1.2	0.9	5	-2	2	-2	-4
Cc1ccccc1NC(=S)N(CCN(C)C)C(C)c1ccccn1 (stereo not given)	1	1.1	1.1	1.8	1	18	-5	6	-4	-10
CC(C)(C)c1ccc(/C=N/NC(=O)Cc2c[nH]c3ccccc23)cc1	16	1.1	1.1	3.1	0.8	-5	-6	-3	38	-5
O=C1CC(c2ccccc2)CN1C(=O)c1cncc(Br)c1 (stereo not given)	6	1	1	5.3	0.9	-7	-5	13	-4	-5
CN1CCC(=NNc2ncnc3sc4c(c23)CCCC4)CC1	11	1	1.1	1.4	0.9	-28	0	-10	8	-6
Cc1ccc(NC(=O)c2ncc(Cl)c(Cl)c2Cl)cc1C	10	1	1	1.6	0.9	-8	-2	-77	12	0
COC(=O)CCC(=O)Nc1ccc(NC(C)=O)cc1	3	1	1	-0.1	1	-17	-3	6	-5	-3
COc1ccc(/C=N/NC(=O)CSc2nnc(C)n2-c2ccccc2)c(OC)c1OC	-3	1	1	1.2	1	-4	-2	-8	-6	-2
C/C(=N\NC(=O)c1cc(C)oc1C)c1ccc(N2CCOCC2)cc1	-3	1.1	1	2.1	1	-15	-6	-12	-5	-2
CCOC(=O)Cn1nnnc1CN(Cc1ccc(OC)cc1)Cc1cc2cc(C)cc(C)c2[nH]c1=O	8	1	1	-0.5	0.9	-6	3	1	20	-3
CCn1cc(C(=O)O)c(=O)c2cnc(N3CCN(C(=O)Nc4cccc5ccccc45)CC3)nc21	-4	1.1	1	·	1	-7	-5	·	·	-4
C=CCSc1nncn1/N=C/c1ccc(OC)cc1	4	1.1	0.8	0.4	1	-13	-6	-111	0	22
COc1cccc(-c2csc(/C(C#N)=C/Nc3cc4oc5ccccc5c4cc3OC)n2)c1	26	1	1	7.1	0.7	-5	1	-18	-2	-3
CN(CC(=O)Nc1ccc(S(=O)(=O)N2CCCC2)cc1)Cc1ccc(Cl)cc1	6	1	1	1.6	0.9	-18	-3	-14	17	-4
C=CCn1c(SCC(=O)c2[nH]c(C)c(C(=O)OC)c2C)nc2scc(-c3ccc(OC)c(OC)c3)c2c1=O	24	1	1.1	4.0	0.8	2	-2	21	-5	-7
Cc1csc(NC(=O)c2cn3ccccc3n2)n1	-37	1	0.1	-0.5	1.4	-131	2	-68	13	94*

Continued, starting with the last three of the part before.
SMILES	bIAP inh	TNAP act hiacc	FLuc stim CS	RAM network inh	bIAP activator	TNAP inh noacc	TNAP inh hi DEA	APP 5UTR inh	Lmaj promast	FLuc inh counter
CN(CC(=O)Nc1ccc(S(=O)(=O)N2CCCC2)cc1)Cc1ccc(Cl)cc1	6	1	1	1.6	0.9	-18	-3	-14	17	-4
C=CCn1c(SCC(=O)c2[nH]c(C)c(C(=O)OC)c2C)nc2scc(-c3ccc(OC)c(OC)c3)c2c1=O	24	1	1.1	4.0	0.8	2	-2	21	-5	-7
Cc1csc(NC(=O)c2cn3ccccc3n2)n1	-37	1	0.1	-0.5	1.4	-131	2	-68	13	94*
CCn1c2ccccc2c2cc(CN3CCN(S(=O)(=O)Cc4ccccc4)CC3)ccc21	-3	1.1	1	6.8	1	-20	-8	-10	55*	-3
CCOC(=O)c1sc2ccccc2c1NC(=O)c1coc2ccccc2c1=O	4	1	1	4.9	1	-4	-3	-10	58*	-4
C[N+](C)(C)CCCC(=O)c1ccc2c(c1)OCO2	-2	1	1	3.9	1	-4	3	-1	-6	-1
COc1ccccc1NC(=O)c1nn(-c2cccc(C(F)(F)F)c2)ccc1=O	-4	1	1	2.4	1	-10	-5	-17	0	-4
O=C1C2CC=CCC2C(=O)N1Cc1ccccc1Cl (stereo not given)	13	1.1	1.1	2.4	0.9	-10	-7	-14	-6	-8
COc1ccc(-c2[nH]ncc2CN2CCCN(c3ccccc3)CC2)c(F)c1	-1	1	1	3.4	1	28	-2	-26	1	-3
Cc1cc(C)c(NC(=S)N(CCN(C)C)Cc2cccs2)c(C)c1	-2	1	1	1.4	1	-6	-3	7	18	0
O=C(/C=C/c1ccc(Cl)c([N+](=O)[O-])c1)Nc1ccc(N2CCCC2)cc1	2	1	1.1	1.9	1	1	4	2	67*	-8
O=C(Nc1ccc(S(=O)(=O)NC2CCCC2)cc1)c1cnccn1	14	1	1	-1.3	0.9	-4	-2	5	-2	4
Cc1ccc(OCC(=O)N2CCN(S(=O)(=O)c3ccccc3)CC2)c([N+](=O)[O-])n1	12	1	1.1	0.1	0.9	-4	-2	5	0	-6
CCOc1ccc(OCC)c(S(=O)(=O)NCCCN2CCOCC2)c1	19	1	1	2.3	0.8	-11	-4	2	-4	-3
COc1ccc(N(C(C)C(=O)N/N=C/c2cc(Br)c(C)o2)S(C)(=O)=O)cc1 (stereo not given)	-16	1	1.1	1.5	1.2	-5	-4	-23	4	-7
CCOC(=O)c1c(C)[nH]c(C(=O)Cn2c(=O)oc3ccccc32)c1C	8	1	1	1.3	0.9	-12	-3	-3	-6	-1
Nc1ncnc2c1ncn2CCN1CCCCC1	-5	1	1	0.4	1.1	5	2	-15	1	-4
Cc1ccc(Oc2ccc(NC(=O)c3ccco3)cc2)cc1	17	1	1	3.0	0.8	1	-2	-29	5	4
CCOc1cccc(/C(O)=C2/C(=O)C(=O)N(CCOC)C2c2ccc(C)o2)c1 (stereo not given)	-4	1	1.1	4.2	1	-4	-4	-2	-5	-10
O=C(C1=C[C@@H](c2ccc(Br)cc2)C[C@@H](OCc2ccc(CO)cc2)O1)N1CCOCC1	-22	1.1	1.1	9.2*	1.2	-3	-7	-12	35	-11
Cc1cccc(CCNC(=O)c2cc(=O)[nH]c3ccc(Br)cc23)c1	13	1	1	-0.8	0.9	2	0	-7	-7	-5
COCCCNC(=O)CCn1c(=O)c2ccccc2n(CC(=O)Nc2ccccc2C)c1=O	3	1	1	1.1	1	-11	-3	2	-5	-4
O=C1c2cccnc2C(=O)N1CO	10	1	1	1.2	0.9	-5	0	15	-3	-5
CCOc1cccc(C(=O)Nc2cccc(C(C)=O)c2)c1	-1	1	0.9	-1.2	1	-7	0	-10	-3	13
O=C(C1COc2ccccc2O1)N1CCc2ccccc2C1 (stereo not given)	-17	1	1	2.0	1.2	-8	-4	-3	1	4
CC(Sc1nc(-c2ccccc2)cc(C(F)(F)F)n1)C(=O)N1CCCC1 (stereo not given)	4	1	1	7.8	1	-10	0	-11	-1	-4
CCN(C(=O)COC(=O)c1cn(-c2ccccc2)nc1-c1ccccc1)C1CCS(=O)(=O)C1 (stereo not given)	-30	1	1	1.4	1.3	0	-2	1	-2	-2
CCOC(=O)N1CCN(C(=O)c2cc(-c3ccc(F)cc3)[nH]c2C)CC1	-8	1.1	1.1	-0.1	1.1	-14	-6	2	6	-6
Cc1cc(C)n(-c2nc3c(c(=O)n(C)c(=O)n3C)n2C)n1	8	1.1	1	2.2	0.9	-10	-6	-23	-7	-5
CN1C[C@@H]2C[C@@H](C3=Cc4cc(Cl)ccc4OC3)N3CCC[C@@]23C1=O	-6	1	1	0.4	1.1	-7	-1	-5	-1	-4
COc1cc([N+](=O)[O-])cc(CN2CCCCC2)c1O	18	0.9	1	-0.9	0.8	12	15	5	-3	-2
COCCNC(=O)CSc1ccccc1C(=O)O	2	1	1.1	0.7	1	-11	-4	19	-3	-6
Cc1cc(C)c(NC(=O)C2CCCN2CCOC(=O)c2ccccc2)c(C)c1 (stereo not given)	-5	1	1	2.0	1.1	-1	0	-8	3	1
O=C(Nc1ccc(Cl)c([N+](=O)[O-])c1)c1ccncc1	14	1	1	1.1	0.9	-3	-2	·	19	-3
O=C(CCC1CCCCC1)NCCN1C2=NC[C@H](Cc3ccc(O)cc3)N2C[C@H]1Cc1ccc(O)cc1	-28	1.1	1	-0.4	1.3	-2	-8	10	2	-2
Cc1nc2sc(C)c(C)c2c(=O)o1	-3	1	1	1.1	1	-12	-1	-24	-8	-5
Cc1ccc(C)c(NC(=O)c2ccc(N(C)S(C)(=O)=O)cc2)c1	16	1.1	1	3.9	0.8	-5	-6	-5	-3	3
COC1OC(CO)C(O)C(O)C1O (stereo not given)	-5	1	1	0.6	1.1	-6	0	0	-8	-4
Cc1cc(C(=O)COC(=O)CNC(=O)c2ccco2)c(C)n1Cc1ccco1	1	1	0.9	3.3	1	-3	0	11	-2	6
Cc1ccc(Cn2cnc3c(cnn3C(C)(C)C)c2=O)cc1	6	1	1	0.5	0.9	-10	-3	-10	18	-2
CC(=O)NC(Cc1ccccc1)C(=O)N1CCN(C(=O)c2cccs2)CC1 (stereo not given)	8	1	1	0.7	0.9	-12	-4	-7	-3	-2
Cc1ccc(CN2CCN(Cc3ccccc3-c3ccco3)CC2CCO)o1 (stereo not given)	1	1	1	1.1	1	-5	0	-16	3	-4
Cc1nnc(SCC(=O)NNC(=O)c2ccc(Br)cc2)n1C	-33	1	1	3.4	1.3	-17	2	10	-1	-1
CC(C)(C)CC(=O)NCc1cccs1	1	1	1.1	-0.1	1	-3	-2	-27	1	-8
CC(=O)Nc1ccc(Nc2c([N+](=O)[O-])cc(S(C)(=O)=O)cc2[N+](=O)[O-])cc1	·	0.9	1.1	5.0	0.4	-1	12	6	11	-5
O=C1c2cccc3c(N4CCCCC4)ccc(c23)C(=O)N1CCO	16	0.9	1	2.8	0.8	12	5	-59	10	1
O=[N+]([O-])c1ccc(-n2cccn2)c(-c2nn[nH]n2)c1	-14	1	1.1	2.6	1.1	-10	-3	3	-10	-8
CNc1c([N+](=O)[O-])cnn1-c1ccc(F)cc1	3	1	1.1	2.0	1	-4	-3	0	0	-6
O=C(NCCC1=CCCCC1)c1cccc2c1C(=O)N(C1CCCCC1)C2	-5	1.1	1.1	3.0	1.1	-8	-7	12	-7	-5
Cn1cnnc1SCCCN1C(=O)c2cccc3cccc(c23)C1=O	5	1	1	-0.9	0.9	-12	-5	-12	8	-1

In another format: two of the compounds above.
SMILES | bIAP inh | TNAP act hiacc | FLuc stim CS | RAM network inh | bIAP activator | TNAP inh noacc | TNAP inh hi DEA | APP 5UTR inh | Lmaj promast | FLuc inh counter
CC(C)(C)CC(=O)NCc1cccs1 | 1 | 1 | 1.1 | -0.1 | 1 | -3 | -2 | -27 | 1 | -8
Cn1cnnc1SCCCN1C(=O)c2cccc3cccc(c23)C1=O | 5 | 1 | 1 | -0.9 | 0.9 | -12 | -5 | -12 | 8 | -1
